PREPL inh: PREPL enzyme inhibitors, primary screen, biochemical, fluorescence polarization | Prolyl endopeptidase-like (Homo sapiens), Q4J6C6 | recombinant PREPL, fluorescence polarization activity-based probe | inhibition, % at 5.96 µM | hit rate 0.68% among 320,000 | AID 2751, 2010; in the data active means inhibition above about 43%;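 further: 0% = enzyme with DMSO and 100% = wells lacking enzyme; many of its hits are not listed in these tables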
Efflux pump mplx: inhibitors of Candida efflux pumps in yeast, primary screen, S. cerevisiae, Nile Red, multiplex; S. cerevisiae Candida pump triplex; inhibition, % at 10 µM; hit rate 0.44% among 330,000;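 active means plate passing quality check with inhibition over a set limit, or well fluorescence over plate mean plus 4 SD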;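 further: Nile Red retained in pooled yeast measured as flow cytometry median fluorescence; 0% = buffer negative control and 100% = Enniatin B positive control; higher means more Nile Red kept so more efflux inhibition; some compounds called inactive have numbers as strong as hits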
ZTA DNA inh: ZTA (EBV) inhibition in EBNA-1 counter-screen; P03206; ZTA-DNA binding, fluorescence polarization; inhibition, % at 11 µM; hit rate 0.15% among 320,000; AID 2234; in the data active means inhibition above about 33%
Target sequence (P03206 whole entry, looked up): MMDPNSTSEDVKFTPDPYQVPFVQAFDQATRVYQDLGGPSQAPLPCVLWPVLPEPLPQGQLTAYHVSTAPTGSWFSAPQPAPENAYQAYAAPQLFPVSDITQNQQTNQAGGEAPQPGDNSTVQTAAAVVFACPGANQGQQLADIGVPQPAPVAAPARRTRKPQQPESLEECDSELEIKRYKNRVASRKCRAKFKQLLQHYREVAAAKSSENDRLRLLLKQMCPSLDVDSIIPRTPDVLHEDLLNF
EBNA-1 inh: EBNA-1 DNA-binding inhibitors, primary screen, biochemical, fluorescence polarization; inhibition, % at 14.8 µM; hit rate 0.34% among 300,000; in the data active means inhibition above about 28%
PP1 inh: PP1-alpha phosphatase inhibitors, primary screen, counter-screen for PP5 inhibitor project, biochemical, fluorescence, OMFP substrate, single point | inhibition, % at 6.7 µM | Serine/threonine-protein phosphatase PP1-alpha catalytic subunit (Homo sapiens), P62136 | purified PP1alpha | hit rate 0.9% among 320,000 | AID 2235, 2010;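 active means inhibition above the mean inhibition of all tested compounds plus 3 SD, computed separately for each screening campaign, cut at about 15% in these data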
Target sequence (P62136 whole entry, looked up): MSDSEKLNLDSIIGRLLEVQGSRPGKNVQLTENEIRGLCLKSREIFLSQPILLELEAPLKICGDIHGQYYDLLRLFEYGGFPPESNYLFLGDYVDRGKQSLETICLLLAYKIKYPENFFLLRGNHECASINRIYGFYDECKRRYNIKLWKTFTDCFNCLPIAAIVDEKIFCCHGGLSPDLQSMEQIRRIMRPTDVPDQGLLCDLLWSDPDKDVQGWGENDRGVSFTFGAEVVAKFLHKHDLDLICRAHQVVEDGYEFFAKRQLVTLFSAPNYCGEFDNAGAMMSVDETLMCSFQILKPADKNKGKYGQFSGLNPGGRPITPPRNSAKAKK
TPT1 inh: Candida albicans TPT1 enzyme inhibitors, primary screen, biochemical, fluorescence polarization | tRNA 2'-phosphotransferase TPT1 (Candida albicans SC5314) | recombinant caTPT1, FP RNA substrate dephosphorylation | inhibition, % at 5 µM | hit rate 0.81% among 300,000 | AID 1962, 2009;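 active means inhibition above the mean of all tested compounds plus 3 SD, set per screening campaign, cut at about 24% in these data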;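 further: plate controls were DMSO alone for no effect and ferristatin control at 100 nM for full effect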
Fh CTSL1 inh: Fasciola hepatica cathepsin L1 inhibitors, primary screen, counter-screen for PFM18AAP inhibitor project, biochemical, QFRET, fluorogenic peptide substrate; recombinant F. hepatica cathepsin L1, Z-Leu-Arg-MCA fluorescence; inhibition, % at 5.96 µM; hit rate 0.49% among 300,000;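 active means inhibition above the mean of all tested compounds plus 3 SD, set per screening campaign, cut at about 17% in these data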;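 further: 0% = plate median of test compound wells and 100% = 1 µM Z-Phe-Ala-diazomethylketone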
PP5 inh: PP5 phosphatase inhibitors, primary screen, biochemical, fluorescence; Serine/threonine-protein phosphatase 5 (Homo sapiens), P53041; purified PP5c, OMFP substrate fluorescence; inhibition, % at 6.7 µM; hit rate 0.18% among 320,000;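 active means inhibition above the campaign's mean inhibition across all tested compounds plus 3 SD, cut at about 9.5% in these data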;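 further: 0% = DMSO only and 100% = 100 µM cantharidin control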
Target sequence (P53041 whole entry, looked up): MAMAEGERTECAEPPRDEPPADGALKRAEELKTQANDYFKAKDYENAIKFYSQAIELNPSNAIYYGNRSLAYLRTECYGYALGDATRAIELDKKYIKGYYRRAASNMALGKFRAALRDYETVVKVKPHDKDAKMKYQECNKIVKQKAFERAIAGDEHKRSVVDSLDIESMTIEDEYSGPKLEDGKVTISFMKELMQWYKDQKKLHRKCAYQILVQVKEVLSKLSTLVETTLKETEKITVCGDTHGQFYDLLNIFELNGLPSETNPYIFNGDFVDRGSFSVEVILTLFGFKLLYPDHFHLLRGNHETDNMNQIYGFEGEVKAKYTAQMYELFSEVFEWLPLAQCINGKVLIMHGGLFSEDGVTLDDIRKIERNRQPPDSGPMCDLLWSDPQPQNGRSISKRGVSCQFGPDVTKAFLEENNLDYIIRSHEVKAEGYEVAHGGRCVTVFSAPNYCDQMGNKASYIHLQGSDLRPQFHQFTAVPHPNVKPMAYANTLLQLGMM
HCV core dimer: inhibitors of HCV core protein dimerization, primary screen, biochemical, TR-FRET, high-throughput; TR-FRET GST/Flag-core106 dimerization, 1536-well; inhibition, % at 5 µM; hit rate 0.33% among 300,000; AID 1899, 2009;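 active means inhibition above the mean of all tested compounds plus 3 SD, set per screening campaign, cut at about 45% in these data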
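System – GST-tagged and Flag-tagged HCV core protein residues 1-106 · Repeats – one well for each compound · Technique – TR-FRET 671 and 617 nm emission · Doses – one concentration, 5 µM, in 0.5% DMSO · Times – 4 h, 22.5 °C incubation · Also added – Eu donor and XL665 acceptor anti-tag antibodies · Measure – percent inhibition of core106 dimerization signal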
Numbers without * were called inactive; . = no result given.

SMILES | PREPL inh | Efflux pump mplx | ZTA DNA inh | EBNA-1 inh | PP1 inh | TPT1 inh | Fh CTSL1 inh | PP5 inh | HCV core dimer
COc1cccc(NC(=O)CN(C)CC(=O)NCc2ccc3c(c2)OCO3)c1 | 6 | -0.1 | 1 | . | -2 | . | . | 0.1 | .
O=C(O)c1cc(NS(=O)(=O)c2ccc(N3CCCCC3)c([N+](=O)[O-])c2)cc(C(=O)O)c1 | 0 | 11* | -5 | -4 | 4 | -4 | 4 | -0.5 | -6
Cc1ccc(NC(=O)CSc2nnc3c(n2)[nH]c2ccccc23)cc1 | -2 | 0.0 | -3 | 2 | -4 | -4 | -4 | 0.1 | -2
CC(C)n1c(N2CCN(S(=O)(=O)c3cccc([N+](=O)[O-])c3)CC2)nc2ccccc21 | 15 | 0.3 | -15 | -16 | -1 | 1 | 3 | 3.0 | 0
CC(=O)NCc1ccc(S(=O)(=O)N/N=C/c2ccc(N(C)C)cc2)cc1 | -11 | 0.0 | 0 | 4 | -1 | -1 | 0 | 0.7 | -4
O=C(NCCN1CCN(C(=O)C(c2ccccc2)c2ccccc2)CC1)C(=O)Nc1ccccc1 | 4 | 0.2 | 4 | 7 | 2 | -2 | -1 | 3.2 | 7
c1cc2cn[nH]c2cc1NC1CCCCCC1 | 13 | 0.1 | 0 | 6 | 2 | 0 | 3 | 1.6 | 1
Cc1ccc(C)c(-c2cc(C(=O)NCc3cccs3)c3ccccc3n2)c1 | 21 | 0.1 | 1 | 0 | 0 | 1 | 0 | 5.4 | 0
CCNS(=O)(=O)c1ccc(NC(=O)Nc2cccc(C(F)(F)F)c2)cc1 | 5 | -0.1 | -13 | -1 | 34* | -2 | -1 | 6.5 | 1
COc1ccc(NC(=O)/C(=C\c2cccs2)NC(=O)c2ccco2)cc1 | -2 | -0.1 | 1 | 6 | -3 | 1 | -1 | 1.9 | -1
CC(NC(=O)OC1CCCCC1)N1C(=O)C2C3C=CC(C3)C2C1=O (stereo not given) | 6 | 0.0 | -7 | -8 | -3 | 1 | -2 | 6.3 | -5
CN(CCc1ccccn1)Cc1ccc(Cl)cc1Cl | 7 | 0.1 | 10 | -4 | -1 | -1 | -2 | 1.1 | -2
O=C(NCCN1CCN(c2ccccc2)CC1)Nc1cccc(Cl)c1 | 12 | 0.2 | -6 | 4 | 0 | 3 | 1 | 3.6 | -8
c1ccc(SCCc2ccncc2)cc1 | 0 | 0.0 | 7 | 8 | -3 | 1 | 0 | -0.2 | 1
O=C(C1CCCN(Cc2cc(Br)ccc2O)C1)N1CCCCC1 (stereo not given) | 11 | 0.4 | -1 | 6 | 1 | -1 | -12 | 1.9 | 2
CCCCNC(=O)Cn1cnc2ccc(S(=O)(=O)N3CCC(C)CC3)cc2c1=O | -5 | -0.1 | -4 | 0 | -4 | -3 | -2 | 0.5 | -1
O=C(c1cc(N2C(=O)C3C4CCC(C4)C3C2=O)ccc1Cl)N1CCN(c2ccccc2)CC1 (stereo not given) | 12 | -1.7 | -15 | 13 | 3 | -2 | 1 | -0.3 | -3
CCN(CC)CCCNc1cc(C(F)(F)F)c(C#N)c2nc3ccccc3n12 | 17 | 0.1 | -9 | 3 | 3 | -12 | 1 | 1.0 | -17
O=C(O)c1ccccc1C(=O)N1N=C2/C(=C/c3cccc([N+](=O)[O-])c3)CCCC2C1c1cccc([N+](=O)[O-])c1 (stereo not given) | 8 | 0.3 | -7 | 11 | 9 | -2 | 9 | 2.8 | 34
CCOC(=O)c1c(/N=C/c2cc([N+](=O)[O-])ccc2O)sc(C)c1C | 1 | 0.1 | -12 | 9 | -1 | 0 | 4 | 0.6 | 24
O=C(CN1CCc2ccccc2C1)Nc1ccccc1N1CCCCCC1 | 19 | -0.2 | -5 | -3 | 7 | -4 | 5 | 1.8 | 0
CCCS(=O)(=O)N1CCC(C(=O)NC2CCCCC2C)CC1 (stereo not given) | -1 | 0.0 | 14 | -9 | -7 | 3 | -3 | 2.2 | 0
COc1ccc(OCC(=O)Nc2c(C)ccc3nsnc23)cc1 | 8 | 0.0 | -3 | 7 | -1 | -1 | 3 | -3.3 | 7
O=C(N/N=C\C=C\c1ccc(Br)cc1)c1ccc2c(c1)OCO2 | 12 | 0.7 | -7 | -7 | 4 | 0 | -1 | 0.6 | -4
CNC(=O)CSc1nnc(-c2ccc(S(=O)(=O)N3CCCC3)cc2)n1-c1cccc(C)c1C | 5 | 0.0 | 5 | 4 | 2 | -2 | -4 | 1.2 | -6

The listing continues:
SMILES | PREPL inh | Efflux pump mplx | ZTA DNA inh | EBNA-1 inh | PP1 inh | TPT1 inh | Fh CTSL1 inh | PP5 inh | HCV core dimer
CCCN(CC1CC1)C(=O)CSc1ncnc2sc(C)c(C)c12 | 10 | 0.7 | 1 | 0 | 11 | -2 | 0 | 3.0 | 5
Cn1c(C(=O)Nc2ccc3c(c2)OCO3)cc2sccc21 | 28 | -0.1 | -11 | 7 | -1 | -1 | 1 | 5.3 | 5
Cc1cc(Cl)ccc1NC(=S)NCC(O)c1ccccc1 (stereo not given) | 6 | 0.9 | -10 | -8 | -2 | 3 | -2 | 4.1 | -9
NC(=O)NCc1ccccc1F | 4 | 0.1 | 0 | -4 | -3 | 1 | -1 | 0.6 | -2
O=C(COc1ccc([N+](=O)[O-])cc1)Nc1nc(-c2ccccn2)cs1 | 12 | -0.1 | -8 | -10 | 41* | 15 | 3 | 0.8 | -9
CCn1c(SCC(=O)Nc2nonc2C)nnc1-c1ccoc1C | 0 | 0.1 | 19 | 2 | -5 | -2 | -3 | -1.4 | -3
CCCC(=O)N1CCCC(c2nc(-c3cccc(OC)c3)no2)C1 (stereo not given) | 8 | 0.0 | 13 | -1 | -1 | -5 | -6 | 0.1 | -2
COc1cccc(C2=NC(C)(C)NC(c3ccccc3O)C2)c1 (stereo not given) | 19 | -0.2 | 10 | 3 | 0 | -2 | -2 | 1.8 | 8
COc1ccccc1Cc1noc(C(C)(C)NC(=O)c2ccccc2)n1 | 5 | -0.1 | 2 | -1 | -6 | -1 | -3 | 1.4 | -5
CC(C)c1ccccc1NC(=O)Nc1ccc2c(c1)OCO2 | -1 | 0.2 | -2 | 6 | -4 | 0 | 1 | 1.9 | -2
CCOc1ccc2[nH]cc(C(=O)N3CCN(C4CCCCC4)CC3)c(=O)c2c1 | 3 | 0.0 | -1 | -6 | -2 | 0 | 2 | 2.1 | -1
COc1ccc(CCNCC(=O)Nc2ccc(OC(F)(F)F)cc2)cc1OC | 0 | -0.1 | -5 | -2 | 5 | -2 | 4 | 0.2 | -22
S=C(NCCN1CCOCC1)NC1CCCCC1 | -5 | 0.6 | -5 | -9 | -1 | -3 | 3 | 2.7 | 0
COc1cc(OC)cc(-c2sc3ccc(OC)cc3c2C#CC(C)(C)O)c1 | 17 | 0.0 | 18 | . | -2 | . | . | 2.6 | .
C[C@H](NC(=O)OCc1ccccc1)C(=O)NNC(=O)[C@H](C)NC(=O)OCc1ccccc1 | 1 | 0.0 | -12 | 3 | -4 | -2 | -3 | 1.4 | 6
O=c1c(-c2cc3ccccc3o2)[n+]([O-])c2ccccc2n1OCc1ccccn1 | -5 | 0.0 | -8 | -5 | -4 | 0 | 1 | 0.8 | -9
Cc1ccccc1NC(=S)N(C)C1(c2ccccc2Cl)CCCCC1=O (stereo not given) | 6 | 0.0 | 1 | 10 | -1 | 1 | 0 | 0.0 | -1
CN(C)c1ccc(C=NCCC2(O)CCOC(C)(C)C2)cc1 (stereo not given) | -7 | -0.1 | -16 | -8 | -1 | 2 | 8 | -5.6 | -3
O=C(c1cccs1)c1cn(CC(=O)N2CCc3ccccc3C2)c2ccccc12 | -44 | -0.1 | 4 | 7 | 1 | -3 | -2 | 3.3 | 22
COCc1ccc(C(=O)OC(C)C(=O)Nc2c(C)n(C)n(-c3ccccc3)c2=O)cc1 (stereo not given) | 17 | -0.1 | -16 | . | 1 | . | . | -0.4 | .
Cc1ncc(CN2CCCC(C(=O)Nc3ccc(-c4ccco4)cc3)C2)cn1 (stereo not given) | 13 | 0.3 | 12 | -12 | 1 | 14 | -10 | -1.1 | 10
O=[N+]([O-])c1ccc(N2CCCCC2)cc1SCCO | 2 | -0.2 | 14 | 10 | -3 | 1 | 3 | 0.8 | -2
COC(=O)c1ccc(NC(=O)CN(c2ccc(C)cc2)S(=O)(=O)c2c(C)n[nH]c2C)cc1 | -12 | -0.1 | -21 | -6 | 1 | 1 | 0 | 1.5 | -4
CCn1c(SCC(=O)N(C)C2CCCCC2)nc2cc(S(N)(=O)=O)ccc21 | -5 | -0.1 | 6 | . | -1 | . | . | 0.8 | .
COc1ccc(CN(C(=O)CNC(=O)c2ccco2)C(C(=O)NCC2CCCO2)c2ccccc2)cc1 (stereo not given) | 13 | -0.1 | -6 | -2 | 0 | 1 | 5 | 0.2 | -7

The list continues:
SMILES | PREPL inh | Efflux pump mplx | ZTA DNA inh | EBNA-1 inh | PP1 inh | TPT1 inh | Fh CTSL1 inh | PP5 inh | HCV core dimer
O=C(O)c1ccccc1NCc1cccnc1 | 11 | 0.1 | 0 | 0 | 1 | 0 | -3 | 2.5 | -1
COc1ccc(OCc2nnc(SCC(=O)N3c4ccccc4Sc4ccc(Cl)cc43)o2)cc1 | -3 | 0.1 | -7 | 6 | 1 | -2 | 2 | 3.0 | 3
COc1ccc(C2C(C#N)=C(N)Oc3cc(O)ccc32)cc1C (stereo not given) | 6 | 0.0 | 10 | -1 | -6 | 5 | 0 | 4.3 | 6
CCOC(=O)Cc1csc(NC(=O)Nc2ccc(C)cc2)n1 | 16 | 0.0 | 4 | 2 | -2 | -1 | 0 | 2.1 | 3
COc1ccccc1-c1sc2cc3c(cc2c1-c1ccc2c(c1)OCO2)OCO3 | 1 | -0.3 | 0 | . | 2 | . | . | -0.3 | .
CC(C)N1C(=O)NC2(c3ccccc3)N(C)C(=O)N(C)C12c1ccccc1 (stereo not given) | 0 | 0.1 | 2 | -4 | -1 | -2 | -2 | -1.0 | 0
COc1cc(/C=N\Nc2ccc([N+](=O)[O-])cn2)ccc1OCC(=O)O | 16 | 0.0 | 2 | -1 | -3 | 2 | 1 | -1.2 | -1
O=C1c2ccccc2C(=O)N1CCOc1ccccc1 | 12 | 0.0 | 0 | -3 | -1 | 2 | 4 | -1.2 | -3
CC(C)Cc1ccccc1S(N)(=O)=O | 3 | 0.0 | 12 | 6 | 1 | -1 | 0 | 0.3 | 4
O=C(COc1ccc2c3c(c(=O)oc2c1)CCC3)NCCN1CCOCC1 | 16 | 0.1 | -12 | -19 | -13 | 1 | 5 | -0.5 | -3

2 of these compounds in another layout:
Value order – PREPL inh	Efflux pump mplx	ZTA DNA inh	EBNA-1 inh	PP1 inh	TPT1 inh	Fh CTSL1 inh	PP5 inh	HCV core dimer
CC(C)Cc1ccccc1S(N)(=O)=O
 : 3	0.0	12	6	1	-1	0	0.3	4
COc1ccc(NC(=O)/C(=C\c2cccs2)NC(=O)c2ccco2)cc1
 : -2	-0.1	1	6	-3	1	-1	1.9	-1

Source: PubChem (several laboratories)

An excerpt (hit frequency here may not be typical).
